Screening data as filed in PubChem BioAssay.
AddAB inh – less growth of phage-infected E. coli with AddAB; E. coli expressing H. pylori AddAB, absorbance growth; inhibition, % at 11.9 µM; 0.29% of 330,000 active; in the data active = inhibition above about 12%;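 note: 0% = vehicle wells of infected cells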
SUMO Mot1 rescue – SUMOylation pathway inhibition by Mot1-301 growth rescue | 1% of 320,000 active | S. cerevisiae Mot1-301 growth rescue, ATP luminescence, 38.5C; percent above DMSO median, 100 means doubled | growth rescue, % at 18.8 µM;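 active = every valid replicate shows activation above 250% relative to neutral control wells; inactive = the rest, any valid replicate at or below 250%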;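 note: OY570 slx delta 5 strain wells were the positive control but not used for scaling; some compounds called inactive have numbers as strong as hits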
E coli growth – reduces bacterial viability in AddAB counter-screen; E. coli V3065 growth, OD600 absorbance, 18 h; inhibition, % at 11.9 µM; 0.27% of 330,000 active; AID 449728;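 active = inhibition above the campaign's mean inhibition across all tested compounds plus 3 SD, cut at about 9.9% in these data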;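 note: uninfected addAB+ strain grown without phage in ampicillin broth; 0% = DMSO wells and 100% = ciprofloxacin 0.95 µg/ml wells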
PKA-R1A activ – activates the PKA-R1A holoenzyme complex. PKA-R1A dissociation, Cy5-IP20 fluorescence polarization; scaled: DMSO 0%, 113 µM cGMP 100%. 0.083% of 340,000 active. AID 504707. activation, % at 11.4 µM;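 active = percent activation above the mean of all tested compounds plus 3 SD, cut at about 19% in these data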;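 note: higher means more PKAc released from R1A so a rise in polarization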
phage Ecoli inh – E. coli growth loss with phage present. growth absorbance. inhibition, % at 11.9 µM. 0.26% of 360,000 active. AID 651602; in the data active = inhibition above about 11%
MOR-DOR ag – OPRM1-OPRD1 heterodimerization agonism; P35372+P41143; activation, % at 9.3 µM; AID 504326; 0.3% of 340,000 active; cells, luminescence; in the data active = activation above about 18%;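 note: 0% = vehicle-treated cells and 100% = reference agonist; values of inactives mirror those of a sister screen read the other way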
OPRM1-OPRD1 inv – inverse agonists of human mu-delta opioid receptor heterodimerization. P35372+P41143. cell-based MOR-DOR heterodimer luminescence, inverse agonism. inhibition, % at 9.3 µM. 0.21% of 340,000 active. AID 504357; in the data active = inhibition above about 22%, passing the limit was not always enough;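 note: 0% = cells with DMSO and 100% = wells without cells with DMSO; values of inactives mirror those of a sister screen read the other way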
HTR5A inv ag – counter-screen for OPRM1-OPRD1 inverse agonists: human HTR5A inverse agonism; HTR5A cell line, luminescence; inhibition, % at 9.3 µM; 0.083% of 340,000 active; AID 504634; in the data active = inhibition mostly above about 23%, no sharp cut-off; inactive = mostly below about 18%;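 note: 0% = cells with DMSO and 100% = no-cell wells with DMSO; some compounds called inactive have numbers as strong as hits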
Target sequence (P47898 whole entry, looked up): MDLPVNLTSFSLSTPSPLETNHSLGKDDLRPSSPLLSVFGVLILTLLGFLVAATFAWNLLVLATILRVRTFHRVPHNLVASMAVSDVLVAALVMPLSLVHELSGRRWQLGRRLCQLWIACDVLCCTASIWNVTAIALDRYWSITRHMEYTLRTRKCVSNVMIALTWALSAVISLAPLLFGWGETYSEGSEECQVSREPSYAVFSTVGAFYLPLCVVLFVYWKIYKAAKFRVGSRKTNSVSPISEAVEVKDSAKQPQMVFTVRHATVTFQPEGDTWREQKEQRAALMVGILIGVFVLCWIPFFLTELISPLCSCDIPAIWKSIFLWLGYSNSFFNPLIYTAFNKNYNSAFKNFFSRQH
PKA-R2B act – activates the human PKA-R2B holoenzyme complex. P22694+P31323. PKA-R2B holoenzyme dissociation, Cy5-IP20 fluorescence polarization; R2B truncated from residue 108, S112A mutant; 0% DMSO only, 100% 113 µM cGMP. activation, % at 11.4 µM. 0.079% of 340,000 active. AID 504700;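 active = activation above a cutoff set at the mean over all compounds plus 3 SD, cut at about 18% in these data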;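 note: higher means more holoenzyme dissociation and a rise in polarization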
Target sequence (P31323 whole entry, looked up, other chains not shown, the tested form may be a part): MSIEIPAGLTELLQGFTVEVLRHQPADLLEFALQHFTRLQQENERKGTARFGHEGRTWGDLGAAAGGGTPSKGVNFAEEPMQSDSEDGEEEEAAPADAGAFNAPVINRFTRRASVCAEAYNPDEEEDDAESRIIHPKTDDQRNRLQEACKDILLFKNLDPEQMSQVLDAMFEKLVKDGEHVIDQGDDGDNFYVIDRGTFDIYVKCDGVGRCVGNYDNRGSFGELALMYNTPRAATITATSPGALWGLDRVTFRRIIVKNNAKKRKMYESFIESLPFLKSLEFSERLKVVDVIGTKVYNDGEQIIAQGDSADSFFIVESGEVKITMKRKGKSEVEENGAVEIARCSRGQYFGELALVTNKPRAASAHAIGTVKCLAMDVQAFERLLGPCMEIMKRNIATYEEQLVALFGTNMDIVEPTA
PfHsp90 yeast 2 – growth inhibition of yeast expressing Plasmodium Hsp90. S. cerevisiae expressing PfHsp90, BacTiter-Glo ATP, 48 h; yeast lacking PDR1 and PDR3 efflux regulators. inhibition, % at 9.4 µM. 0.32% of 310,000 active. AID 504621;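 active = every replicate shows inhibition above about 80%, whatever the replicate mean, limit read from the data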;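 note: 0% = DMSO neutral controls and 100% = 20 µM radicicol positive controls; yeast relying on Plasmodium falciparum Hsp90 in place of its own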
Tat transport – inhibitors of E. coli Tat protein transport; 0.036% of 340,000 active; E. coli MC4100 TorA-mCherry Tat export, fluorescence; inhibition, % at 10 µM;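 active = mean replicate inhibition at least 50% and at least half of replicates individually reaching 50%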;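 note: exported cargo escapes ClpAP degradation while cytoplasmic cargo is degraded and loses fluorescence; 0% = median of neutral control wells and 100% = median of NaSCN control wells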
The depositor's hits bear a star; . = no result given.

SMILES | AddAB inh | SUMO Mot1 rescue | E coli growth | PKA-R1A activ | phage Ecoli inh | MOR-DOR ag | OPRM1-OPRD1 inv | HTR5A inv ag | PKA-R2B act | PfHsp90 yeast 2 | Tat transport
CC1=C(C(N)=O)C(c2ccccn2)n2nc(SCc3ccccc3Cl)nc2N1 (stereo not drawn) | 2.0 | 384* | 0.4 | -4 | 1.5 | -1.2 | 6 | 7 | -1 | -9 | -5
O=C(O)c1ccccc1-c1ccccc1C(=O)NNc1ccc([N+](=O)[O-])cc1 | 0.5 | 24 | -0.8 | -8 | 1.4 | -2.7 | 14 | 15 | 9 | 6 | 0
CC(C)NC(=O)CN(C(=O)CCC(=O)Nc1nccs1)c1ccc(C(C)C)cc1 | -1.3 | -2 | -3.0 | 1 | -0.8 | 0.8 | -4 | 3 | 0 | -12 | -4
COc1cc(CNC(=O)c2cc3ccccc3oc2=O)cc(OC)c1OC | -1.1 | 12 | -0.1 | 1 | 0.9 | -3.5 | 17 | -5 | 6 | 15 | 3
CC1(C)Cc2nc3[nH]c(=S)[nH]c(=O)c3cc2CO1 | -0.9 | -11 | 1.5 | -11 | -9.7 | -2.5 | 14 | -5 | 1 | -4 | 1
Cc1ccc(OCCn2cc(C#N)c3ccccc32)cc1 | -0.2 | -4 | 1.7 | -7 | 1.9 | 9.7 | -52 | 17 | -5 | 9 | 3
Cc1ccc(S(=O)(=O)N=C2SCCCS2)cc1 | -2.5 | -6 | 1.2 | 4 | 2.4 | -0.3 | 2 | -16 | 10 | -18 | 2
COc1ccc(OC)c(NC(=O)CS(=O)(=O)Cc2nc(-c3ccccc3C)oc2C)c1 | -0.3 | 12 | 1.4 | -7 | 4.2 | -1.2 | 7 | -21 | -10 | -33 | 2
CCOC(=O)N1CCN(C(=O)c2ccccc2NC(=O)c2ccc(C(C)(C)C)cc2)CC1 | -1.9 | -9 | -0.3 | -10 | 2.5 | 0.2 | -1 | -2 | -5 | -20 | 4
CCN1C(=O)[C@@H]2[C@@H](c3ccc(-c4ccccc4)cc3)N3CCCC[C@@]3(C(=O)OC)[C@@H]2C1=O | 0.8 | -21 | 0.7 | 0 | 1.0 | -0.5 | 3 | -18 | 2 | 10 | -5
CC(C)CCNC(=O)c1cc(-c2cccs2)nc2ccccc12 | -2.4 | 3 | -1.4 | -5 | 1.4 | 3.2 | -14 | -1 | -2 | -35 | 4
COc1ccc(C2C(C#N)=C(/N=C/N3CCN(C)CC3)OC3=C2C(=O)CC(C)(C)C3)cc1OC (stereo not drawn) | -0.3 | -17 | 2.1 | -1 | 1.1 | 1.6 | -10 | -22 | 1 | -21 | -9
CC1CCN(C(=O)CSc2nc3c(cnn3-c3ccc(Cl)cc3)c(=O)[nH]2)CC1 | 0.1 | . | 0.3 | -7 | -2.1 | -1.0 | 6 | -1 | 1 | -21 | -1
C=CCOc1ccc(/C=N/NC(=O)C(=O)Nc2ccccn2)cc1OC | 4.1 | 47 | 1.6 | -3 | 2.5 | -1.5 | 8 | 1 | 12 | -6 | 5
O=[N+]([O-])C1C(c2ccccc2)=NOC1c1ccccc1O (stereo not drawn) | 4.2 | 3 | 1.4 | 1 | 1.2 | -1.7 | 8 | 0 | -1 | -5 | 0

Among those listed so far, 2 contain a halogen.
SMILES | AddAB inh | SUMO Mot1 rescue | E coli growth | PKA-R1A activ | phage Ecoli inh | MOR-DOR ag | OPRM1-OPRD1 inv | HTR5A inv ag | PKA-R2B act | PfHsp90 yeast 2 | Tat transport
CC1=C(C(N)=O)C(c2ccccn2)n2nc(SCc3ccccc3Cl)nc2N1 (stereo not drawn) | 2.0 | 384* | 0.4 | -4 | 1.5 | -1.2 | 6 | 7 | -1 | -9 | -5
CC1CCN(C(=O)CSc2nc3c(cnn3-c3ccc(Cl)cc3)c(=O)[nH]2)CC1 | 0.1 | . | 0.3 | -7 | -2.1 | -1.0 | 6 | -1 | 1 | -21 | -1

The list goes on.
SMILES | AddAB inh | SUMO Mot1 rescue | E coli growth | PKA-R1A activ | phage Ecoli inh | MOR-DOR ag | OPRM1-OPRD1 inv | HTR5A inv ag | PKA-R2B act | PfHsp90 yeast 2 | Tat transport
CCCc1cc(C(=O)Nc2ccc(Cl)cn2)cs1 | . | -15 | . | 1 | -0.7 | 9.5 | -51 | -11 | -4 | -10 | 13
Cc1ccc(OC(C)C(=O)Nc2ccc(F)cc2)c([N+](=O)[O-])n1 (stereo not drawn) | 2.5 | -13 | -1.6 | 7 | 1.5 | -5.0 | 19 | -1 | -6 | -9 | 13
Cc1cc2nc3c(nc2cc1C)CCCC3 | 1.0 | 10 | 2.8 | -1 | 5.5 | -3.0 | 17 | -18 | -1 | -5 | 9
S=c1[nH]ncn1/N=C/c1ccc(N2CCOCC2)cc1 | -1.6 | -6 | -1.2 | 1 | 2.3 | 0.9 | -5 | 15 | -4 | . | 6
COc1ccc(CCNC(=O)Cn2nc(C)n3nc(-c4ccccc4)cc3c2=O)cc1OC | -1.6 | 269 | -0.1 | -14 | 1.4 | -2.2 | 11 | -1 | -6 | -1 | -1
CCc1cc(=O)oc2cc(C)cc(OCC(=O)NCC(O)c3ccccc3)c12 (stereo not drawn) | 3.9 | -7 | 1.3 | 5 | -0.3 | -1.2 | 6 | 11 | 5 | -7 | -3
CCCC(=O)Nc1nc(CC(=O)OCC)cs1 | 5.8 | -20 | 1.8 | 5 | 1.5 | -0.8 | 4 | 19 | -3 | . | -1
Cc1ccc(-c2c(C)n([O-])c3c([n+]2=O)CCCCC3)cc1 | 4.3 | 13 | 0.3 | -2 | 2.2 | -3.2 | 17 | 9 | -5 | 12 | -6
COc1cccc(N2CC(C(=O)Nc3nnc(SCC(=O)N4CCCC4)s3)CC2=O)c1 (stereo not drawn) | -2.2 | -5 | -2.1 | -1 | -1.2 | -2.9 | 15 | 15 | 3 | -1 | 2
CNC(=S)N/N=C/c1ccc(N2CCOCC2)s1 | -1.4 | -10 | -0.5 | -4 | 2.7 | -0.5 | 3 | -18 | 0 | -5 | -8
COc1cccc(CNC(=O)CCNC(=O)C2CCN(S(=O)(=O)c3ccc(F)cc3)CC2)c1 | -0.8 | -12 | -0.7 | 8 | 2.5 | -2.3 | 12 | 5 | 4 | 7 | -5
COc1ccc(N2CCc3c(C)nc4c(OC)cccc4c32)cc1 | 1.5 | -17 | -0.2 | -1 | 4.1 | -4.3 | 20 | 11 | -10 | -15 | 0
C/C(=N\NC(=O)CN1CCN(S(=O)(=O)c2ccc(C)cc2)CC1)c1cccnc1 | 0.2 | 100 | -1.0 | 3 | 2.3 | -2.0 | 10 | 4 | -4 | 10 | -3
COC(=O)c1nn(-c2cccc(Cl)c2)ccc1=O | -1.0 | -16 | 0.8 | -4 | 1.6 | -1.8 | 10 | -19 | -5 | -4 | -8
Cc1ccc(Oc2nc(-c3ccccc3)ncc2S(=O)(=O)c2ccc(C)cc2)cc1 | 2.9 | -5 | 3.2 | 0 | 1.1 | -2.0 | 10 | 26 | 4 | -45 | -11

Full records from above:
CCN1C(=O)[C@@H]2[C@@H](c3ccc(-c4ccccc4)cc3)N3CCCC[C@@]3(C(=O)OC)[C@@H]2C1=O reads AddAB inh = 0.8; SUMO Mot1 rescue = -21; E coli growth = 0.7; PKA-R1A activ = 0; phage Ecoli inh = 1.0; MOR-DOR ag = -0.5; OPRM1-OPRD1 inv = 3; HTR5A inv ag = -18; PKA-R2B act = 2; PfHsp90 yeast 2 = 10; Tat transport = -5
CCCc1cc(C(=O)Nc2ccc(Cl)cn2)cs1 reads AddAB inh = .; SUMO Mot1 rescue = -15; E coli growth = .; PKA-R1A activ = 1; phage Ecoli inh = -0.7; MOR-DOR ag = 9.5; OPRM1-OPRD1 inv = -51; HTR5A inv ag = -11; PKA-R2B act = -4; PfHsp90 yeast 2 = -10; Tat transport = 13

Later entries:
SMILES | AddAB inh | SUMO Mot1 rescue | E coli growth | PKA-R1A activ | phage Ecoli inh | MOR-DOR ag | OPRM1-OPRD1 inv | HTR5A inv ag | PKA-R2B act | PfHsp90 yeast 2 | Tat transport
Cc1nnc(SCC(=O)c2ccccc2)n1Cc1ccccc1 | 3.7 | 4 | 1.9 | 7 | 3.2 | 0.6 | -4 | -16 | 1 | -18 | -5
OCCC1CN(Cc2cccn2-c2ccccn2)CCN1C1CCCCC1 (stereo not drawn) | 3.7 | 9 | 2.3 | 0 | 2.0 | -0.6 | 3 | 0 | -1 | -68 | -2
CCC(CC)c1nc(C#N)c(NCc2ccccc2)o1 | 4.4 | -1 | -1.2 | -11 | 2.0 | 2.7 | -12 | 2 | -12 | -23 | -5
O=C(Cc1ccccc1)Nc1ccccc1C(=O)N1CCCCCC1 | 1.3 | 11 | 0.9 | -1 | 4.9 | 2.8 | -18 | -20 | 2 | . | -1
CC1CCCC(NC(=O)c2ccc3c(c2)N(Cc2ccccc2)C(=O)CS3=O)C1C (stereo not drawn) | 5.9 | -12 | -2.6 | -13 | 3.6 | 0.0 | 0 | -6 | -1 | . | 3
CC(=O)Nc1ccc(-c2nnc(SCc3ccccc3C#N)n2C)cc1 | 1.6 | 5 | -0.1 | -2 | 0.6 | -0.6 | 3 | 10 | -8 | 8 | 2
CCOC(=O)N/N=C\c1ccc(OC(=O)c2ccco2)cc1 | 1.4 | 8 | -1.5 | 1 | 2.8 | -2.6 | 13 | 3 | 7 | 8 | -8
CCN(Cc1cnn(C)c1)Cc1nc(C(c2ccccc2)c2ccccc2)no1 | 3.9 | 164 | -0.2 | -7 | -0.3 | -2.0 | 11 | 3 | -7 | -1 | -7
COc1ccc(/C=N/NC(=O)COc2cccc3ccccc23)c(C(=O)O)c1OC | 0.4 | 5 | -0.4 | -8 | 1.8 | 0.5 | -2 | 1 | -14 | 22 | -9
CCOC(=O)NC(=O)c1cn(-c2ccc(OC)cc2)c(=O)[nH]c1=O | 1.8 | -10 | 0.2 | -4 | 0.2 | -0.8 | 4 | 0 | -3 | -2 | -5
Cn1c(=O)c2c(ncn2Cc2cccc(Cl)c2)n(C)c1=O | -2.6 | -16 | 0.1 | -8 | 2.2 | 0.2 | -1 | 5 | -9 | 19 | 0
OCCC1CN(Cc2cccc3nccnc23)CCN1Cc1ccc(F)c(F)c1 (stereo not drawn) | 0.3 | -9 | -1.6 | 1 | 2.6 | -3.5 | 16 | -12 | -4 | 12 | -9
c1ccc(NN=C2c3ccccc3-c3ccccc32)cc1 | . | . | . | 3 | 4.1 | 2.9 | -15 | 12 | -1 | . | -12
Cc1cc(C)nc(SCC(=O)N/N=C/c2cccn2-c2ccc(O)cc2)n1 | 1.4 | 4 | 2.0 | -8 | 1.3 | -2.1 | 12 | -14 | 4 | -2 | 7
O=C1CNC(=S)N1C(CO)c1ccccc1 (stereo not drawn) | 2.9 | -4 | 4.0 | -7 | 1.0 | -1.4 | 8 | 2 | -9 | -22 | -3
CCC(=O)NC(c1ccc(C)cc1)c1cc(Cl)c2cccnc2c1O (stereo not drawn) | 21* | -6 | 25* | 1 | . | 2.5 | -14 | 6 | -7 | 71 | -11
CC(=O)Nc1ccc(S(=O)(=O)NC2(C(F)(F)F)NC(=O)N(Cc3ccccc3)C2=O)cc1 (stereo not drawn) | -0.9 | -1 | 0.7 | -7 | 3.4 | -1.6 | 8 | 2 | 4 | -1 | 5
